High-throughput results: PubChem BioAssay, several laboratories
Yeast lifespan up = extends the lifespan of yeast | S. cerevisiae growth with nicotinamide, OD615; deaD strain in restrictive glucose medium | inhibition of the nicotinamide effect, % at 10 µM | actives 0.68% (n = 130,000) | AID 775;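 active = inhibition above a set limit, placed 3 SD over the median of all compounds, cut at about 26% in these data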;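 also: 0% = nicotinamide-treated wells and 100% = cells grown without nicotinamide; some compounds called inactive have numbers as strong as hits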
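Buffer or medium: CSMM-D glucose medium, restrictive; test system: modified budding yeast, DeaD strain; compound: single dose 10 µM compound, 0.25% DMSO; schedule: culture preincubation 4 h, compound exposure 48 h, both 30 °C; detection: optical density (absorbance) at 615 nm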
HCT116 PTEN-null = growth suppressors of cells with PTEN tumor suppressor deletion | AID 827 | viability, % at 10 µM | actives 1.2% (n = 140,000) | HCT116 PTEN-null viability, CellTiter-Glo, 60 h; active compounds read low;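 active = viability at or below a set limit, 4 SD under the median of all tested compounds, cut at about 3.7% in these data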;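 also: PTEN knockout HCT116 line with beta catenin targeted HCT116 as companion control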
Measles CPE = protection of cells from measles virus | Measles virus-infected cells, CPE protection, absorbance | protection (pct of control), % at 4 µM | actives 1.5% (n = 140,000) | AID 841; in the data active = protection mostly above about 24%, no sharp cut-off; inactive = mostly below about 26%; also: some compounds called inactive have numbers as strong as hits
E-sel TNF inh = blocks E-selectin expression induced by TNF alpha; HUVEC TNFa-induced E-selectin immunofluorescence, high content; inhibition, % at 2 µM; actives 0.71% (n = 120,000); AID 1246;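 active = inhibition above the batch mean plus 3 SD, and confirmed as a hit on visual image review, cut at about 43% in these data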;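 also: 0% = TNF-stimulated DMSO wells and 100% = unstimulated control wells; not every result past the cut was called active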
bCat KO growth = beta-catenin-lacking colon tumor cell growth suppression; AID 818; actives 1.5% (n = 140,000); HCT116 beta-catenin knockout viability, CellTiter-Glo, 60 h; active compounds read low; viability, % at 10 µM;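 active = viability at or under a set limit, the compound median less 4 SD, cut at about 6% in these data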;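 also: 0% = Hyamine 1622 control at 20 µM and 100% = untreated cell control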
GALR2 blocker = antagonists of human galanin receptor 2 (GALR2); actives 0.39% (n = 140,000); inhibition, % at 4 µM; GALR2-expressing cells, antagonist mode; in the data active = inhibition above about 27%;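 also: cells stimulated with galanin 1-16 at roughly its EC80; 0% = agonist challenge control and 100% = basal control without agonist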
Target sequence (O43603 whole entry, looked up): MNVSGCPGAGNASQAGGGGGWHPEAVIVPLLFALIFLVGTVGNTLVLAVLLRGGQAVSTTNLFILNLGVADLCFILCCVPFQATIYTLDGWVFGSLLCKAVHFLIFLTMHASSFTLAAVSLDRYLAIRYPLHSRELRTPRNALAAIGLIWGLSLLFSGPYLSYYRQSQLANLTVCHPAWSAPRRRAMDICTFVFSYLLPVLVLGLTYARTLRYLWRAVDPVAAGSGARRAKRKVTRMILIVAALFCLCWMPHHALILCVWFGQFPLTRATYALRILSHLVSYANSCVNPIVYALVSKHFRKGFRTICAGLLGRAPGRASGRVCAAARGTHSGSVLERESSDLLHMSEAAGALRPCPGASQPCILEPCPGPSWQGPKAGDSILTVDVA
MRP-1 activ = MRP-1 activation; H69AR cells + doxorubicin, viability rescue, CellTiter-Glo; viability increase, % at 10 µM; actives 0.61% (n = 140,000);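 active = viability gain under doxorubicin at or above a set limit, the compound median plus 3 SD, cut at about 4.7% in these data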;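 also: MRP-1 overexpressing cells given doxorubicin 25 µM after compound pretreatment; 18-22 h compound pretreatment then 72 h with doxorubicin before readout; 0% = doxorubicin-only wells and 100% = vehicle-treated cells without doxorubicin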
Phagocyt inh = blocks phagocytosis by macrophages; J774A.1 macrophage IgG-bead phagocytosis, imaging; inhibition, % at 5 µM; actives 0.07% (n = 110,000); AID 1029;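 active = inhibition above the mean of the plate negative controls plus 5 SD, cut at about 13% in these data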;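 also: phagocytic index as fraction of beads internalized from green versus red external bead signal; plate controls were DMSO negative control for no effect and cytochalasin-D positive control for full effect; some results beyond the cut were filed as inactive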
NPY-Y2 antag = blocks the human neuropeptide Y Y2 receptor; P49146; NPY-Y2 expressing cells, antagonist mode; inhibition, % at 2.7 µM; actives 0.99% (n = 140,000); in the data active = inhibition above about 17%;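 also: 0% = vehicle with agonist challenge and 100% = reference antagonist with challenge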
Target sequence (P49146 whole entry, looked up): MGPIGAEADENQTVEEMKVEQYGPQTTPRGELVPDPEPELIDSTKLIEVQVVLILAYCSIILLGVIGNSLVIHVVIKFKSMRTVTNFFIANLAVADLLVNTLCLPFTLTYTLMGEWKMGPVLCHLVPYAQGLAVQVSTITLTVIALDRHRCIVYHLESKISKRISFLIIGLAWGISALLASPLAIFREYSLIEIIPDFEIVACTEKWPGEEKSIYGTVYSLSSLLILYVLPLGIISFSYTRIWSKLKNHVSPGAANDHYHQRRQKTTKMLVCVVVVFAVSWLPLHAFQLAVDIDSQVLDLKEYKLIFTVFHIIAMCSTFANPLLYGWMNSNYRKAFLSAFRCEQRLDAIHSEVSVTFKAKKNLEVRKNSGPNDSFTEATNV
Yeast growth inh = reduces growth of yeast BB579 in restrictive medium; S. cerevisiae BB579 growth, OD615, 48 h; actives 0.51% (n = 140,000); inhibition, % at 10 µM;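 active = inhibition above a set limit, 3 SD over the mean compound inhibition, cut at about 44% in these data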; also: inactives centre near -24
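System: DeaD yeast strain BB579; buffer or medium: CSMM-D dextrose restrictive medium; technique: OD at 615 nm; schedule: 4 h cell preincubation, 48 h compound exposure, 30 °C humidified; doses: single 10 µM dose; controls: amphotericin B 10 µg/mL, positive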
Numbers without * were called inactive.

How did O=C(CCCc1ccccc1)N1CCN(c2ccc([N+](=O)[O-])cc2)CC1 do in these assays?
Yeast lifespan up: -9; HCT116 PTEN-null: 68; Measles CPE: 12; E-sel TNF inh: 27; bCat KO growth: 60; GALR2 blocker: 3; MRP-1 activ: -1.9; NPY-Y2 antag: 4; Yeast growth inh: 18

Results for COC(=O)c1ccc(C)c(NC(=O)c2ccc(Cn3cc([N+](=O)[O-])cn3)o2)c1 ?
Yeast lifespan up: 2; HCT116 PTEN-null: 100; Measles CPE: 20; E-sel TNF inh: 4; bCat KO growth: 96; GALR2 blocker: 8; MRP-1 activ: -0.5; Phagocyt inh: -1; NPY-Y2 antag: 2; Yeast growth inh: -58

What do the screens show for `CCn1c(-c2ccc(C(C)(C)C)cc2)n[nH]c1=S`?
Yeast lifespan up: 8; HCT116 PTEN-null: 74; Measles CPE: 10; E-sel TNF inh: -2; bCat KO growth: 78; GALR2 blocker: 1; MRP-1 activ: -0.7; Phagocyt inh: 0; NPY-Y2 antag: 6; Yeast growth inh: -57

Results for COc1ccc(/C=C\C(=O)NCc2ccc3c(c2)cc(C)n3C)cc1OC ?
Yeast lifespan up: -1; HCT116 PTEN-null: 90; Measles CPE: 2; E-sel TNF inh: -23; bCat KO growth: 83; GALR2 blocker: -9; MRP-1 activ: -0.1; NPY-Y2 antag: -1; Yeast growth inh: -27

What do the screens show for `COc1cc2c(cc1NC(=O)Nc1cccc(C)c1)oc1ccccc12`?
Yeast lifespan up: -12; HCT116 PTEN-null: 82; Measles CPE: 5; E-sel TNF inh: 16; bCat KO growth: 78; GALR2 blocker: 2; MRP-1 activ: 1.9; Phagocyt inh: 0; NPY-Y2 antag: 0; Yeast growth inh: -23

Results for CC(C)(C)C(=O)C(Cc1ccccc1Cl)n1cncn1 (configuration not stated) ?
Yeast lifespan up: -8; HCT116 PTEN-null: 100; Measles CPE: 14; E-sel TNF inh: 38; bCat KO growth: 95; GALR2 blocker: -9; MRP-1 activ: -1.9; NPY-Y2 antag: 0; Yeast growth inh: 12

What do the screens show for `NC(=O)c1ccc(-n2nnnc2SCc2ccc(F)cc2)cc1`?
Yeast lifespan up: -5; HCT116 PTEN-null: 105; Measles CPE: 14; bCat KO growth: 103; GALR2 blocker: -4; MRP-1 activ: -0.4; Phagocyt inh: -6; NPY-Y2 antag: 5; Yeast growth inh: -69

What do the screens show for `CCn1c(=O)cc(OCC(=O)N2CCCCCC2)c2ccccc21`?
Yeast lifespan up: -2; HCT116 PTEN-null: 84; Measles CPE: 2; E-sel TNF inh: 23; bCat KO growth: 91; GALR2 blocker: -8; MRP-1 activ: -3.0; Phagocyt inh: -3; NPY-Y2 antag: 2; Yeast growth inh: -34

Results for COc1cccc2cc(C(=O)OC3CCN(C)CC3)c(=O)oc12 ?
Yeast lifespan up: -7; HCT116 PTEN-null: 82; Measles CPE: 5; E-sel TNF inh: -16; bCat KO growth: 79; GALR2 blocker: 6; MRP-1 activ: -2.8; Phagocyt inh: 0; NPY-Y2 antag: 2; Yeast growth inh: 6

What do the screens show for `O=C(c1cc(N2C(=O)C3C4CCC(C4)C3C2=O)ccc1Cl)N1CCN(c2ccc(F)cc2)CC1` (configuration not stated)?
Yeast lifespan up: -7; HCT116 PTEN-null: 74; Measles CPE: 32; E-sel TNF inh: 4; bCat KO growth: 71; GALR2 blocker: 6; MRP-1 activ: -2.2; Phagocyt inh: -3; NPY-Y2 antag: -1; Yeast growth inh: 8

How did CSc1ccccc1NC(=O)c1ccoc1C do in these assays?
Yeast lifespan up: -20; HCT116 PTEN-null: 93; Measles CPE: 6; E-sel TNF inh: 2; bCat KO growth: 87; GALR2 blocker: -24; MRP-1 activ: -0.8; Phagocyt inh: 0; NPY-Y2 antag: 3; Yeast growth inh: -37

What do the screens show for `Cc1ccc(CCNC(=O)C2CCCN(S(=O)(=O)c3c(C)noc3C)C2)cc1` (configuration not stated)?
Yeast lifespan up: -4; HCT116 PTEN-null: 92; Measles CPE: 3; bCat KO growth: 97; GALR2 blocker: 7; MRP-1 activ: -0.3; Phagocyt inh: 0; NPY-Y2 antag: 4; Yeast growth inh: -10

How did CCCc1cc(=O)n2[nH]c(C)cc2n1 do in these assays?
Yeast lifespan up: -9; HCT116 PTEN-null: 92; Measles CPE: 19; bCat KO growth: 93; GALR2 blocker: 6; MRP-1 activ: -1.4; Phagocyt inh: -1; NPY-Y2 antag: 1; Yeast growth inh: -14

How did O=C(Cc1c[nH]c2ccccc12)NCc1ccc(Cl)cc1Cl do in these assays?
Yeast lifespan up: 2; HCT116 PTEN-null: 92; Measles CPE: 12; E-sel TNF inh: -1; bCat KO growth: 84; GALR2 blocker: -2; MRP-1 activ: -3.2; Phagocyt inh: 0; NPY-Y2 antag: 1; Yeast growth inh: -23

How did O=C(CNC(=O)c1ccco1)OCN1C(=O)c2ccccc2C1=O do in these assays?
Yeast lifespan up: 4; HCT116 PTEN-null: 101; Measles CPE: 5; E-sel TNF inh: 19; bCat KO growth: 101; GALR2 blocker: 5; MRP-1 activ: -2.1; Phagocyt inh: -1; NPY-Y2 antag: 0; Yeast growth inh: -18

What do the screens show for `COC(=O)CNc1nc(C2CC2)nc2c1nnn2Cc1ccccc1Cl`?
Yeast lifespan up: -2; HCT116 PTEN-null: 105; Measles CPE: 31; E-sel TNF inh: -22; bCat KO growth: 92; GALR2 blocker: -9; MRP-1 activ: -1.9; NPY-Y2 antag: 3; Yeast growth inh: -27

How did O=C(Cn1c(=S)nc2ccccn21)N1CCc2ccccc2C1 do in these assays?
Yeast lifespan up: -30; HCT116 PTEN-null: 90; Measles CPE: 4; E-sel TNF inh: -1; bCat KO growth: 78; GALR2 blocker: 6; MRP-1 activ: -1.4; Phagocyt inh: 0; NPY-Y2 antag: -1; Yeast growth inh: -28

How did CN(C(=O)CSc1nc(N)c2c3c(sc2n1)CSC(C)(C)C3)c1ccccc1 do in these assays?
Yeast lifespan up: -1; HCT116 PTEN-null: 112; Measles CPE: 10; E-sel TNF inh: -10; bCat KO growth: 102; GALR2 blocker: 8; MRP-1 activ: -5.5; Phagocyt inh: -9; NPY-Y2 antag: 10; Yeast growth inh: 16

How did COc1cccc(NC(=O)Cc2c(O)c3ccccc3[nH]c2=O)c1 do in these assays?
Yeast lifespan up: -10; HCT116 PTEN-null: 84; Measles CPE: 4; E-sel TNF inh: -23; bCat KO growth: 91; GALR2 blocker: 8; MRP-1 activ: -0.5; Phagocyt inh: -1; NPY-Y2 antag: 3; Yeast growth inh: -47

Results for Clc1ccccc1OCc1nc(-c2ccncc2)no1 ?
Yeast lifespan up: -11; HCT116 PTEN-null: 109; Measles CPE: 1; E-sel TNF inh: 22; bCat KO growth: 108; GALR2 blocker: -3; MRP-1 activ: -1.9; Phagocyt inh: 0; NPY-Y2 antag: 2; Yeast growth inh: -3

What do the screens show for `CC1CCN(C(=O)CCc2nc3cc(S(=O)(=O)N(C)C)ccc3n2C)CC1`?
Yeast lifespan up: -15; HCT116 PTEN-null: 96; Measles CPE: 8; E-sel TNF inh: 8; bCat KO growth: 99; GALR2 blocker: 1; MRP-1 activ: 0.1; Phagocyt inh: 1; NPY-Y2 antag: 3; Yeast growth inh: -9

How did COc1cc(C(=O)OCCN2CCOCC2)ccc1O do in these assays?
Yeast lifespan up: -6; HCT116 PTEN-null: 105; Measles CPE: 6; bCat KO growth: 100; GALR2 blocker: 2; MRP-1 activ: -0.1; Phagocyt inh: 0; NPY-Y2 antag: 0; Yeast growth inh: -55

Results for O=C(NN1CCOCC1)c1cc(-c2ccc(Br)cc2)nc2ccccc12 ?
Yeast lifespan up: -4; HCT116 PTEN-null: 82; Measles CPE: 24; E-sel TNF inh: -5; bCat KO growth: 83; GALR2 blocker: -4; MRP-1 activ: -0.3; Phagocyt inh: -2; NPY-Y2 antag: 0; Yeast growth inh: -22

Results for COc1ccc(-c2noc(CN(C(=O)c3c(-c4ccccc4Cl)noc3C)C(C)C)n2)cc1 ?
Yeast lifespan up: -8; HCT116 PTEN-null: 66; Measles CPE: 18; E-sel TNF inh: 0; bCat KO growth: 66; GALR2 blocker: -11; MRP-1 activ: -1.1; Phagocyt inh: 2; NPY-Y2 antag: 2; Yeast growth inh: -36

How did Cc1ccccc1OCCCC(=O)Nc1ccccc1C(F)(F)F do in these assays?
Yeast lifespan up: -7; HCT116 PTEN-null: 81; Measles CPE: 4; E-sel TNF inh: -10; bCat KO growth: 91; GALR2 blocker: -8; MRP-1 activ: -2.7; NPY-Y2 antag: 3; Yeast growth inh: -5

Results for COc1ccc(C2CC(=O)c3cnc(NC(=O)c4cc(OC)cc(OC)c4)nc3C2)cc1 (configuration not stated) ?
Yeast lifespan up: -21; HCT116 PTEN-null: 98; Measles CPE: 2; E-sel TNF inh: -5; bCat KO growth: 109; GALR2 blocker: -1; MRP-1 activ: -3.0; Phagocyt inh: -2; NPY-Y2 antag: 7; Yeast growth inh: -42

Results for Cc1nc(S(=O)(=O)c2cccc(Cl)c2)nc2c1CCC2 ?
Yeast lifespan up: -7; HCT116 PTEN-null: 101; Measles CPE: 7; E-sel TNF inh: -17; bCat KO growth: 104; GALR2 blocker: 1; MRP-1 activ: -2.8; NPY-Y2 antag: 3; Yeast growth inh: -44

How did O=C(CCC1COc2ccccc2O1)NC1CCCCC1 (configuration not stated) do in these assays?
Yeast lifespan up: -9; HCT116 PTEN-null: 107; Measles CPE: 14; E-sel TNF inh: 2; bCat KO growth: 100; GALR2 blocker: -5; MRP-1 activ: -0.6; Phagocyt inh: 1; NPY-Y2 antag: 4; Yeast growth inh: -52

Results for O=C(CSc1cn(CCNC(=O)c2cccs2)c2ccccc12)NCC1CCCO1 (configuration not stated) ?
Yeast lifespan up: -7; HCT116 PTEN-null: 95; Measles CPE: 16; E-sel TNF inh: 0; bCat KO growth: 92; GALR2 blocker: 5; MRP-1 activ: -0.9; Phagocyt inh: -1; NPY-Y2 antag: 3; Yeast growth inh: 10

What do the screens show for `O=[N+]([O-])c1cc(-c2cnc3ccccc3n2)ccc1Oc1ccc(F)cc1`?
Yeast lifespan up: -5; HCT116 PTEN-null: 72; Measles CPE: 9; E-sel TNF inh: -18; bCat KO growth: 75; GALR2 blocker: -1; MRP-1 activ: -2.4; NPY-Y2 antag: 6; Yeast growth inh: -52

What do the screens show for `Cc1nc(NC(=S)NC(=O)c2cccs2)sc1C(=O)N(C)C`?
Yeast lifespan up: -9; HCT116 PTEN-null: 95; Measles CPE: 9; E-sel TNF inh: 6; bCat KO growth: 90; GALR2 blocker: -19; MRP-1 activ: 7.2*; Phagocyt inh: 0; NPY-Y2 antag: 3; Yeast growth inh: -14

How did Cc1ccc(OCC(=O)OCC(=O)Nc2sccc2C(N)=O)cc1C do in these assays?
Yeast lifespan up: -6; HCT116 PTEN-null: 94; Measles CPE: 10; bCat KO growth: 93; GALR2 blocker: 8; MRP-1 activ: -0.3; Phagocyt inh: -7; NPY-Y2 antag: 1; Yeast growth inh: -10
